Screening data: PubChem, The Scripps Research Institute Molecular Screening Center
GalR3 antagonist: GalR3 antagonists in HEK293 cells, primary screen, cell-based, fluorescence readout; Galanin receptor type 3 (Homo sapiens), O60755; inhibition, % at 3 µM; AID 651719, 2012; HEK293 GalR3-CNG cAMP membrane potential fluorescence; galR3 body fused to GalR1 C-terminus; actives 0.44% (n = 360,000);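 active = inhibition above the screen-wide average plus 3 SD, cut at about 13% in these data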;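 note: forskolin and galanin both at EC90 stimulate the cells; cAMP rise reported by CNG channel membrane potential dye signal; 0% = forskolin plus galanin with DMSO and 100% = forskolin alone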
Target sequence (O60755 1-299 limits assumed): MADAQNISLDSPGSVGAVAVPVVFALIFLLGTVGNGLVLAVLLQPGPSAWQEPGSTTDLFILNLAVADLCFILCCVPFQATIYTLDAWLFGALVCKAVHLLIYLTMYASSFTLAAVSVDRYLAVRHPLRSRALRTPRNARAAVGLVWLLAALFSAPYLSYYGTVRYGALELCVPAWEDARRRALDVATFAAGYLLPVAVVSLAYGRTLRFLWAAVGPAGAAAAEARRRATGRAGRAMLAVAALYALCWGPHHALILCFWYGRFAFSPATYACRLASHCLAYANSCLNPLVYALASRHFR
CHRM4 PAM: human M4 muscarinic receptor positive allosteric modulators, primary screen, CHO-K1 cells, Fluo-8 calcium fluorescence; Muscarinic acetylcholine receptor M4 (Homo sapiens), P08173; CHO-K1 hM4/Gqi5, ACh EC20; 0% = ACh EC20, 100% = maximal ACh; activation, % at 3 µM; actives 0.4% (n = 360,000);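 active = activation above its plate's cutoff, the mean activation of sample wells plus 3 SD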; note: some results filed as inactive read as strong as hits
Target sequence (P08173 whole entry, looked up): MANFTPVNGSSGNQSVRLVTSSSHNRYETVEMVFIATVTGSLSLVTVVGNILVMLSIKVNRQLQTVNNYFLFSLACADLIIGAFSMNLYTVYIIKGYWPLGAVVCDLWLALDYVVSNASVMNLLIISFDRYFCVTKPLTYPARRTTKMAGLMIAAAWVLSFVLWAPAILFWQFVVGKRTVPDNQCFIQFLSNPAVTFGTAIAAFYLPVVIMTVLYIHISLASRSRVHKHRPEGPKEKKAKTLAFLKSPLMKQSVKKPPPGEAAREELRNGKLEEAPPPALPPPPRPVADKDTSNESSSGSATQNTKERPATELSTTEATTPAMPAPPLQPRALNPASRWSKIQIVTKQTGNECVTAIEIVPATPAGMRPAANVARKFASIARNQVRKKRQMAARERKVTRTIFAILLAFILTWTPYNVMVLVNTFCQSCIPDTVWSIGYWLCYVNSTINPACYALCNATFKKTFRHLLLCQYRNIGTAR
Numbers without * were called inactive. The list is partial. The share of hits here may be higher or lower than overall.

Preview (6 entries):
COc1ccc(/C=C/C(=O)c2c(O)cc(OC)cc2OC)cc1 was read as GalR3 antagonist -2 and CHRM4 PAM 16.
O=C1NC[C@@H](CCCCN2CCN(CCc3ccc(O)cc3)C(=O)C2=O)N(Cc2ccccc2)C1=O was read as GalR3 antagonist -1 and CHRM4 PAM 4.
Screening Cn1ccc2c(-c3ccc(C(=O)O)cc3)cc3c(c21)C1CCC3C1 (stereo unspecified) returned GalR3 antagonist -6 and CHRM4 PAM -7.
Screening CCOC(=O)C1=C[C@@H](C(C)(C)C)N(S(=O)(=O)c2ccc(C)cc2)[C@H]1c1cccc2ccccc12 returned GalR3 antagonist -4 and CHRM4 PAM -3.
Screening CNc1cnc(-c2ccc(C(=O)N3CCOCC3)cc2)cn1 returned GalR3 antagonist -5 and CHRM4 PAM 11.
O=C(NC1CCCCC1)C(c1ccc(C(F)(F)F)cc1)n1c(=O)c(-c2ccco2)nc2ccccc21 (stereo unspecified) was read as GalR3 antagonist -8 and CHRM4 PAM -2.

This part in full, previewed entries included:
COc1ccc(/C=C/C(=O)c2c(O)cc(OC)cc2OC)cc1 was read as GalR3 antagonist -2 and CHRM4 PAM 16.
O=C1NC[C@@H](CCCCN2CCN(CCc3ccc(O)cc3)C(=O)C2=O)N(Cc2ccccc2)C1=O was read as GalR3 antagonist -1 and CHRM4 PAM 4.
Screening Cn1ccc2c(-c3ccc(C(=O)O)cc3)cc3c(c21)C1CCC3C1 (stereo unspecified) returned GalR3 antagonist -6 and CHRM4 PAM -7.
Screening CCOC(=O)C1=C[C@@H](C(C)(C)C)N(S(=O)(=O)c2ccc(C)cc2)[C@H]1c1cccc2ccccc12 returned GalR3 antagonist -4 and CHRM4 PAM -3.
Screening CNc1cnc(-c2ccc(C(=O)N3CCOCC3)cc2)cn1 returned GalR3 antagonist -5 and CHRM4 PAM 11.
O=C(NC1CCCCC1)C(c1ccc(C(F)(F)F)cc1)n1c(=O)c(-c2ccco2)nc2ccccc21 (stereo unspecified) was read as GalR3 antagonist -8 and CHRM4 PAM -2.
For CCNC(=O)C1(C)CCN(C(=O)c2ccc(F)cc2Cl)C1 (stereo unspecified) the results were GalR3 antagonist -5 and CHRM4 PAM 0.
For CC(=O)Nc1ccc(Nc2nccc(C)n2)cc1 the results were GalR3 antagonist -5 and CHRM4 PAM 7.
For N#CCCC1(CCC#N)c2ccccc2C(=O)c2ccccc21 the results were GalR3 antagonist -2 and CHRM4 PAM 20.
CCCC(=O)N1CCC1(C)C(=O)Nc1cc(OC)c(OC)c(OC)c1 (stereo unspecified) was read as GalR3 antagonist -4 and CHRM4 PAM 4.
`Cc1cccnc1C(NC(=O)C1CCN(CCCc2ccccc2)CC1)c1ccc(Cl)cc1` (stereo unspecified) gave GalR3 antagonist -10 and CHRM4 PAM -10.
For CCNC(=O)C1(C)CCCN(CCOc2ccc(OC)cc2)C1 (stereo unspecified) the results were GalR3 antagonist -7 and CHRM4 PAM -3.
For CCCC[C@@H]1Cc2[nH][nH]c(=O)c2[C@H](c2ccc3ccccc3c2)O1 the results were GalR3 antagonist -6 and CHRM4 PAM 11.
COc1cc(-c2cc(NC(C)=O)c3ncc(-c4ccc(C(C)=O)cc4)n3c2)cc(OC)c1OC was read as GalR3 antagonist 0 and CHRM4 PAM -11.
CCOC(=O)C1=CCN(S(=O)(=O)c2ccccc2C)C1c1cccc(C)c1 (stereo unspecified) was read as GalR3 antagonist -1 and CHRM4 PAM -9.
For CS(=O)(=O)Nc1cccc(NC(=O)C2Cc3c(-c4cccc(F)c4)ccnc3O2)c1 (stereo unspecified) the results were GalR3 antagonist -9 and CHRM4 PAM 1.
For COCCNc1nc(NCc2cccc(OC)c2OC)c2sccc2n1 the results were GalR3 antagonist -2 and CHRM4 PAM -4.
For Cc1ccc(S(=O)(=O)N2CC3C(=O)C[C@@H](c4ccccc4)N(S(=O)(=O)c4cccc(Cl)c4)C3CC2c2ccccc2)cc1 (stereo partly specified) the results were GalR3 antagonist -5 and CHRM4 PAM -6.
`Cc1ccsc1C(=O)N1CCC1(C)C(=O)NS(=O)(=O)c1ccccc1C(F)(F)F` (stereo unspecified) gave GalR3 antagonist -5 and CHRM4 PAM 5.
Cc1cccc(C)c1-n1nnnc1C1(C)CCC(=O)N1Cc1ccc(F)cc1 (stereo unspecified) was read as GalR3 antagonist -1 and CHRM4 PAM 5.
CC1(C(=O)NS(=O)(=O)c2ccccc2)CCN1C(=O)CC1CC1 (stereo unspecified) was read as GalR3 antagonist -9 and CHRM4 PAM -1.
`Cc1ccc(OCCN2CCC2(C)C(=O)Nc2ccc3c(c2)OCCO3)cc1` (stereo unspecified) gave GalR3 antagonist -8 and CHRM4 PAM 0.
For C[C@@H](NC(=O)[C@@H]1CCCN1C(=O)[C@@H]1CCCN1C(=O)OC(C)(C)C)c1ccccc1 the results were GalR3 antagonist -4 and CHRM4 PAM -6.
Screening CCOC(=O)n1c2ccccc2c(=O)n1CCO returned GalR3 antagonist -8 and CHRM4 PAM -1.
For Clc1ccc(-c2cnc3cccnn23)cc1 the results were GalR3 antagonist -6 and CHRM4 PAM 3.
Screening Cc1cc(C)cc(Cn2cc(CN3CC(N4CCCCC4)CS3(=O)=O)nn2)c1 (stereo unspecified) returned GalR3 antagonist -3 and CHRM4 PAM 3.
For CCCN(CCC)Cc1cc(=O)oc2ccc3ccccc3c12 the results were GalR3 antagonist -6 and CHRM4 PAM 10.
C=CCNc1ncnc2c1ncn2[C@H]1CN(CCc2ccccc2)C[C@@H](CO)O1 was read as GalR3 antagonist -2 and CHRM4 PAM -2.
`CCOC1=C2CN(S(=O)(=O)c3ccc(C)cc3)C(c3ccccc3)CC2N(S(=O)(=O)c2ccc(C)cc2)C(c2ccc(Br)cc2)C1` (stereo unspecified) gave GalR3 antagonist -6 and CHRM4 PAM 18.
Screening Cc1ccccc1Cn1c(C)c(C(=O)NCc2ccc(Cl)c(Cl)c2)sc1=O returned GalR3 antagonist -1 and CHRM4 PAM 0.
CC1=C(C(=O)N(C)C)CC(CC(=O)NCc2cccs2)C(=O)N1Cc1ccc(C(C)(C)C)cc1 (stereo unspecified) was read as GalR3 antagonist -4 and CHRM4 PAM -1.
COc1cc(C(=O)C(=O)N2CCN(c3ccccc3)CC2)cc2ccccc12 was read as GalR3 antagonist -5 and CHRM4 PAM 4.
For Cc1cc(Cl)ccc1-c1nc(NCCN(C)C)nc2ccsc12 the results were GalR3 antagonist -9 and CHRM4 PAM -11.
`O=C(CC[C@H]1O[C@@H](n2ccc(=O)[nH]c2=O)[C@H](O)[C@@H]1O)N[C@H](Cc1ccccc1)C(=O)NCc1ccc2c(c1)OCO2` gave GalR3 antagonist -5 and CHRM4 PAM 5.
Cc1ccc(CN2CC(N3CCC(Cc4ccccc4)CC3)CS2(=O)=O)cc1 (stereo unspecified) was read as GalR3 antagonist -7 and CHRM4 PAM 1.
Screening CCc1nc2ccc(C(=O)Nc3cccc(NS(C)(=O)=O)c3)cn2c1N(C)C(=O)c1cccc(OC)c1 returned GalR3 antagonist -7 and CHRM4 PAM 0.
COc1ccc(NC(=O)C(c2ccncc2)n2c(=O)c(-c3cc4ccccc4[nH]3)nc3ccccc32)cc1 (stereo unspecified) was read as GalR3 antagonist -7 and CHRM4 PAM -4.
For CSCCC(C(=O)Nc1c(C)cccc1C)n1c(COc2ccc(C)cc2)nc2ccccc21 (stereo unspecified) the results were GalR3 antagonist -8 and CHRM4 PAM -10.
For CCCCCCCCN1C(=O)[C@H](CC(=O)NCCCOC)C[C@@]2(C(=O)OCC)CCCC=C12 the results were GalR3 antagonist -2 and CHRM4 PAM 14.
`O=C(Nc1ccc(N2CCOCC2)cc1)c1csc([C@@H]2C[C@H](O)[C@@H](CO)O2)n1` gave GalR3 antagonist -5 and CHRM4 PAM 6.
CCCC(=O)N1CCCC1(C)C(=O)NCc1ccc(SC)cc1 (stereo unspecified) was read as GalR3 antagonist -3 and CHRM4 PAM 3.
Screening O=C(Nc1cccc(C(F)(F)F)c1)c1csc([C@@H]2O[C@H](CO)[C@@H](O)[C@H]2O)n1 returned GalR3 antagonist -7 and CHRM4 PAM -1.
For CC(=O)NC(C)(c1ccccc1)c1nc(-c2csc3ccccc23)cs1 (stereo unspecified) the results were GalR3 antagonist -6 and CHRM4 PAM 5.
Screening COc1ccc(CN2CCC2(C)C(=O)Nc2cnc3ccccc3c2)c2ccccc12 (stereo unspecified) returned GalR3 antagonist -7 and CHRM4 PAM -7.
For CC(=O)Nc1cccc(-c2ccnc3c2CC(C)(C(=O)Nc2cccc(Oc4ccccc4)c2)O3)c1 (stereo unspecified) the results were GalR3 antagonist -5 and CHRM4 PAM 6.
For Cc1cccc(C)c1NC(=O)C(CCc1ccccc1)N1CCN(C)CC1 (stereo unspecified) the results were GalR3 antagonist -7 and CHRM4 PAM 2.
Screening CCOC(=O)[C@]12CCC=C1N(CCC1=CCCCC1)C(=O)[C@H](CC(=O)NCc1ccc(OC)c(OC)c1)C2 returned GalR3 antagonist -6 and CHRM4 PAM 3.
`O=C(NCc1cccnc1)c1cc(C2CCCN(C(=O)C3CCCCC3)C2)on1` (stereo unspecified) gave GalR3 antagonist -1 and CHRM4 PAM 6.
`O=C(Nc1cccc(Cl)c1Cl)c1csc([C@@H]2O[C@H](CO)[C@H](O)[C@H](O)[C@H]2O)n1` gave GalR3 antagonist -8 and CHRM4 PAM 5.
`Cc1ccc(OCc2nnn(CC(=O)NS(=O)(=O)c3c(C)noc3C)c2-c2ccccc2)cc1` gave GalR3 antagonist -6 and CHRM4 PAM 0.
Screening COc1ccccc1-c1sc2ccccc2c1-c1cnc(N2CCOCC2)nc1 returned GalR3 antagonist -5 and CHRM4 PAM 4.
Screening COCCNC(=O)C1CCCN(C(=O)c2ccc3c(c2)C(C)(C)CCC3(C)C)CC1 (stereo unspecified) returned GalR3 antagonist -5 and CHRM4 PAM 6.
O=c1[nH]c(=S)[nH]c2c1C(C1CCCCC1)OC(C1CCCCC1)C2 (stereo unspecified) was read as GalR3 antagonist 1 and CHRM4 PAM 2.
O=c1[nH]nc2c3ccccc3occ1-2 was read as GalR3 antagonist -4 and CHRM4 PAM -4.
Brc1ccc2nc(-c3ccco3)c(CC3CCCCC3)n2c1 was read as GalR3 antagonist -3 and CHRM4 PAM 13.
Screening COc1ccc(-c2cnc3c(NC(C)=O)cc(-c4ccc(S(C)(=O)=O)cc4)cn23)cc1OC returned GalR3 antagonist -7 and CHRM4 PAM 2.
COC(=O)C1=CN(c2ccc3c(c2)OCO3)C(N)=C(C#N)C1c1ccccc1 (stereo unspecified) was read as GalR3 antagonist -9 and CHRM4 PAM -2.
O=C(O)Cn1nncc1-c1ccc(C(F)(F)F)cc1 was read as GalR3 antagonist 1 and CHRM4 PAM 11.
For CC1(C(=O)NCc2cccc3ccccc23)CCN1Cc1ccc2ccccc2c1 (stereo unspecified) the results were GalR3 antagonist -5 and CHRM4 PAM -9.
`O=C(NCc1ccccc1)C(c1cc2ccccc2o1)n1c(=O)c(-c2ccco2)nc2ccccc21` (stereo unspecified) gave GalR3 antagonist -7 and CHRM4 PAM 17.

Reprinted at random: 2 records from the list
For Clc1ccc(-c2cnc3cccnn23)cc1 the results were GalR3 antagonist -6 and CHRM4 PAM 3.
Cc1ccc(CN2CC(N3CCC(Cc4ccccc4)CC3)CS2(=O)=O)cc1 (stereo unspecified) was read as GalR3 antagonist -7 and CHRM4 PAM 1.

New compounds follow.
For CC1(C(=O)NS(=O)(=O)c2ccc(Cl)cc2)CCN1C(=O)CCc1ccc(Cl)cc1Cl (stereo unspecified) the results were GalR3 antagonist -2 and CHRM4 PAM 4.
Cn1c(=O)c2cc(NC(=O)Cc3ccccc3F)ccc2n1-c1ccc(C(C)(C)C)cc1 was read as GalR3 antagonist -4 and CHRM4 PAM -1.
For Cc1ccc2nc(C(C)(C)C)c(Cc3ccsc3)n2c1 the results were GalR3 antagonist -3 and CHRM4 PAM -3.
Screening COCCN1C(=O)CSCC1(C)C(=O)Nc1ccc2c(c1)OCCO2 (stereo unspecified) returned GalR3 antagonist -1 and CHRM4 PAM 5.
`COC(=O)c1ccc2nc(-c3ccc(C#N)cc3)c(Cc3cccc(F)c3)n2c1` gave GalR3 antagonist -6 and CHRM4 PAM -8.
CC(=O)NCCNC(=O)C1(C)Cc2c(-c3ccc(NC(C)=O)cc3)ccnc2O1 (stereo unspecified) was read as GalR3 antagonist -3 and CHRM4 PAM -3.
`O=C(NCCC(F)(F)F)C1Cc2c(-c3ccccc3Oc3ccccc3)ccnc2O1` (stereo unspecified) gave GalR3 antagonist -2 and CHRM4 PAM -3.
